ADAM17 inh: ADAM17 inhibition, QFRET primary screen. AID 720648. recombinant ADAM17, EDANS/DABCYL FRET peptide cleavage. actives 0.83% (n = 370,000). inhibition, % at 6.95 µM;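 active means inhibition above the mean of compounds lying between control limits plus 3 SD, set per campaign, cut at about 8.5% in these data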;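 further: 0% = DMSO-only wells as the low control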
ARFGAP1 inh: inhibitors of rat ARFGAP1; Arfgap1-stimulated ARF1 GTP hydrolysis, GDP FP detection; inhibition, % at 16.5 µM; AID 651572; Q62848; actives 0.26% (n = 360,000);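 active means inhibition above a per-plate limit, mean inhibition of low control wells plus 3 SD, cut at about 25% in these data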;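 further: 0% = DMSO wells with enzyme and 100% = wells lacking Arfgap1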
Target sequence (Q62848 1-136 limits assumed): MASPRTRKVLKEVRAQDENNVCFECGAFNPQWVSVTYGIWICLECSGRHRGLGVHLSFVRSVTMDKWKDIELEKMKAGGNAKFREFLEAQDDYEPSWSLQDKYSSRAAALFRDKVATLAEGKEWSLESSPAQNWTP
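material = rat Arfgap1 catalytic domain, aa 1-136 | also added = human ARF1(Δ1-17)-GTP substrate | compound dosing = one concentration, 16.5 µM, DMSO 1.26% | times = GTP hydrolysis reaction 2 h at 25 °C | measured by = FP, GDP Alexa 633 tracer displaced from anti-GDP antibody, 620/688 nm | evaluation = percent inhibition of Arfgap1-stimulated GTP hydrolysis | replication = single well per compound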
ASAP1 GAP inh: ASAP1 ArfGAP inhibition | ASAP1-stimulated ARF1 GTP hydrolysis, GDP FP detection | inhibition, % at 16.5 µM | actives 0.19% (n = 360,000) | AID 624377; in the data active means inhibition above about 25%;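 further: 0% = vehicle with enzyme and substrate and 100% = no enzyme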
Target sequence (Q9ULH1 325-724 limits assumed): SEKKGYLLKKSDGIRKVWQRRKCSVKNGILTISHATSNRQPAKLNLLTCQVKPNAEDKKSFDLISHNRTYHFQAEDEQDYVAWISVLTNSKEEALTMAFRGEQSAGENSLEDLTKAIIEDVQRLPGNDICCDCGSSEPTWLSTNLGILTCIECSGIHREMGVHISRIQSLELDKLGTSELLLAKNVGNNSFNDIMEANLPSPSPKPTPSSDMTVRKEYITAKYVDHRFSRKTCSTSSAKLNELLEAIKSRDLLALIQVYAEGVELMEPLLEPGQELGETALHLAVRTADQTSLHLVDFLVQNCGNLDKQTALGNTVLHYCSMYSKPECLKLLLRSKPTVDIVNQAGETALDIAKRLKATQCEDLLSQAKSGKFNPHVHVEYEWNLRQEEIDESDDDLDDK
LEDGF integ inh: blocks HIV-1 LEDGF/p75-dependent DNA integration. actives 0.64% (n = 370,000). AID 743269. TR-FRET IN-LEDGF/p75 DNA integration, Eu/Cy5. inhibition, % at 3.7 µM;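 active means inhibition above the screen-wide mean plus 3 SD, cut at about 13% in these data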;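 further: signal is the Cy5 over europium emission ratio at 671 and 618 nm; 0% = plate median of compound wells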
ADAM10 inh: inhibitors of human ADAM10. O14672. recombinant ADAM10, EDANS/DABCYL FRET peptide cleavage, 3 h. inhibition, % at 7 µM. actives 0.62% (n = 370,000);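 active means inhibition above a per-campaign cutoff equal to the mean of compounds falling between control-based bounds plus 3 SD, cut at about 20% in these data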;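 further: 0% = DMSO wells while the 100% control is not disclosed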
TDP2 absorb: TDP2 (human) inhibition, absorbance primary screen; actives 0.34% (n = 370,000); recombinant TDP2, T5PNP hydrolysis, p-nitrophenol absorbance 415 nm; inhibition, % at 12.8 µM;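 active means inhibition above the mean of all tested compounds plus 3 SD, set per campaign, cut at about 25% in these data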;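 further: 0% = DMSO with enzyme and 100% = buffer with substrate but no TDP2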
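Assay system: recombinant human TDP2 / Reagent: T5PNP substrate at 5 mM, a TopII-DNA adduct mimic / Measured by: epi absorbance from released p-nitrophenol / Evaluation: % inhibition relative to enzyme-containing and enzyme-free wells / Control set: enzyme-free and DMSO wells / Replicates: each compound tested once, singlicate / Schedule: enzyme reaction with compound for 2 h at 37 °C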
Tn6 DDE FP: DD(E)-Tn6 binding inhibition, primary FP screen; P02675; Fibrin DD(E) TRITC-Tn6 fluorescence polarization displacement; inhibition, % at 8.3 µM; actives 0.21% (n = 370,000);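 active means inhibition above a per-campaign cutoff: mean of compounds within control limits plus 3 SD, cut at about 15% in these data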;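 further: 0% = median of all compound wells on the plate and 100% = blocking peptide control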
DDE Tn7 FP inh: disrupts Tn7 cyclic peptide binding to fibrin D-Dimer-E complex; P02675; inhibition, % at 8.3 µM; AID 720508; FP displacement of FITC-Tn7 peptide from fibrin DD(E); 0% = median of compound wells per plate; actives 0.13% (n = 370,000);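 active means inhibition above the mean of compounds falling within the control limits plus 3 SD of them, cut at about 14% in these data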;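 further: 0% = plate median of compound wells and 100% = 10 µM Aha-Tn7 peptide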
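Measure: % inhibition scaled between sample-field median and high-control FP; Test system: human fibrin DD(E); Quantity: 2 µM final DD(E) protein; Doses: one dose, 8.3 µM nominal; Schedule: compound with protein 10 min, then 3 h after probe, room temperature; Detection: fluorescence polarization; Medium: Tris buffer with calcium and detergent, pH 7.8.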
PLCg1 inh: inhibitors of human phospholipase C gamma1. inhibition, % at 12.2 µM. actives 0.84% (n = 370,000). purified PLC-gamma1, fluorogenic substrate, fluorescence. P19174; in the data active means inhibition above about 9.5%
proKLK7 act: activates the human kallikrein-7 zymogen. AID 652039. actives 0.9% (n = 370,000). activation, % at 7 µM. purified proKLK7, EDANS-DABCYL substrate fluorescence; 100% is mature enzyme control, 0% vehicle. P49862;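 active means activation above the mean of all tested compounds plus 3 SD, computed per campaign excluding outliers beyond control limits, cut at about 13% in these data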
Target sequence (P49862 whole entry, looked up): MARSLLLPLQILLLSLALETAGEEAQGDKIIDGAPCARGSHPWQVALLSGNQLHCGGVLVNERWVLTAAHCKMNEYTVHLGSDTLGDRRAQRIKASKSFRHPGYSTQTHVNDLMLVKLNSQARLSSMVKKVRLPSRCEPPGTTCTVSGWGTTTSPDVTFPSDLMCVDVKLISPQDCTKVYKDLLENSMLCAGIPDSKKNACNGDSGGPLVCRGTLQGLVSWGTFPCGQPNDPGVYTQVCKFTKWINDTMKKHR
An asterisk follows results filed as active; i = inactive; . = no result given.

The first seven records as a preview:
SMILES	ADAM17 inh	ARFGAP1 inh	ASAP1 GAP inh	LEDGF integ inh	ADAM10 inh	TDP2 absorb	Tn6 DDE FP	DDE Tn7 FP inh	PLCg1 inh	proKLK7 act
O=C(CN1C(=O)S/C(=C/c2cc(Br)cs2)C1=O)N1CCOCC1	-5	-3	-7	2	-8	4	-2	-8	-1	0.2
CC(C)(C)C1CCc2c(C(=O)NNC(=O)/C=C/C(=O)O)csc2C1 (configuration not stated)	5	10	9	3	5	-11	-3	-8	5	0.2
CC1(c2ccccc2Cl)NC(=O)N(CC(=O)NCCC2=CCCCC2)C1=O (configuration not stated)	-5	1	10	0	-6	6	-3	-3	-3	-0.6
O=C(NC1CCCC1)c1cccc(S(=O)(=O)N2CCCC2)c1	-7	-10	-2	-3	-5	-3	5	-3	3	-0.7
O=C1/C(=C/c2ccccc2)CCc2ccc(Cl)nc21	-1	-3	-5	-6	-22	1	-2	2	-4	-0.9
CCCCN1C(=O)C(CC(=O)NCc2cccc3ccccc23)CC(C(=O)N2CCOCC2)=C1C (configuration not stated)	-3	8	-9	-7	-13	3	-8	4	0	-0.3
COc1ccc(-c2cc(C(F)(F)F)nc(SCC(=O)Nc3ccc4c(c3)OCO4)n2)cc1	-3	-8	2	0	4	-4	6	7	-1	0.0

This part in full, from the start:
SMILES	ADAM17 inh	ARFGAP1 inh	ASAP1 GAP inh	LEDGF integ inh	ADAM10 inh	TDP2 absorb	Tn6 DDE FP	DDE Tn7 FP inh	PLCg1 inh	proKLK7 act
O=C(CN1C(=O)S/C(=C/c2cc(Br)cs2)C1=O)N1CCOCC1	-5	-3	-7	2	-8	4	-2	-8	-1	0.2
CC(C)(C)C1CCc2c(C(=O)NNC(=O)/C=C/C(=O)O)csc2C1 (configuration not stated)	5	10	9	3	5	-11	-3	-8	5	0.2
CC1(c2ccccc2Cl)NC(=O)N(CC(=O)NCCC2=CCCCC2)C1=O (configuration not stated)	-5	1	10	0	-6	6	-3	-3	-3	-0.6
O=C(NC1CCCC1)c1cccc(S(=O)(=O)N2CCCC2)c1	-7	-10	-2	-3	-5	-3	5	-3	3	-0.7
O=C1/C(=C/c2ccccc2)CCc2ccc(Cl)nc21	-1	-3	-5	-6	-22	1	-2	2	-4	-0.9
CCCCN1C(=O)C(CC(=O)NCc2cccc3ccccc23)CC(C(=O)N2CCOCC2)=C1C (configuration not stated)	-3	8	-9	-7	-13	3	-8	4	0	-0.3
COc1ccc(-c2cc(C(F)(F)F)nc(SCC(=O)Nc3ccc4c(c3)OCO4)n2)cc1	-3	-8	2	0	4	-4	6	7	-1	0.0
CCC(C)[C@H](NC(=O)N1CCCCCC1)C(=O)O (some centres not stated)	-5	7	-1	3	0	-6	2	-1	0	-0.1
COc1ccc(N(C(=O)COc2ccc(C)cc2)S(=O)(=O)c2ccc(C)cc2)cc1	4	-2	1	-3	3	-5	-10	6	0	-0.3
COc1ccc([N+](=O)[O-])cc1N(CC(O)CN1CCOCC1)S(=O)(=O)c1ccccc1 (configuration not stated)	-2	5	-14	-1	-8	-12	-1	0	-1	-0.1
COc1ccc(NC(=O)COc2nsnc2N2CCOCC2)cc1	-5	5	6	2	0	11	-2	6	-1	1.2
CCCN1CCC2(CC1)C(C#N)=C(N)Oc1c2sc2nc(C)cc(C)c12	-32	2	9	1	-86	-2	-6	-3	-102	3.2
CCOC(=O)c1cc(-c2ccccc2)n[nH]1	2	0	-10	6	5	-4	5	-4	5	-0.3
Cc1ccnn1CC(=O)N/N=C/c1ccc2c(c1)OCO2	-4	1	-6	-2	-14	1	3	-1	-1	-0.6
O=C(Nc1ccccc1N1CCCC1)c1cccc(Cl)c1Cl	-3	-6	9	-1	6	-1	-1	7	0	0.2
Cc1c(NC(=O)c2ccc(C(=O)Nc3c(C)n(C)n(-c4ccccc4)c3=O)cc2)c(=O)n(-c2ccccc2)n1C	-2	-3	22	2	-3	3	1	0	0	0.1
Cc1ccc(NC(=O)CSCC(=O)NNC(=O)c2nn(C)c(=O)c3ccccc23)cc1	-1	-14	-3	-1	-9	3	0	7	1	0.2
COc1ccc(Cn2c(=S)[nH]c3cc(OC)c(OC)cc3c2=O)cc1	1	7	-3	3	4	-2	6	-7	0	0.2
CCC(=O)NC(C)c1cc(Cl)c2ccccc2c1O (configuration not stated)	-30	-6	-16	-1	-91	9	2	6	-78	-112
CC1(Cc2ccccc2Cl)C(=O)Nc2c(Cl)ccc(Cl)c21 (configuration not stated)	6	16	0	-2	9	-1	0	-2	1	-0.2
CCCCCCCOc1ccc(OC(=O)c2ccncc2)cc1	-1	-3	12	1	-3	14	6	1	1	-0.3
CC(C)C[C@@H](CN1CCCC1CN1C(=S)NC[C@@H]1Cc1ccc(O)cc1)N1C[C@H](Cc2ccc(O)cc2)N(CCc2ccccc2)C1=S (some centres not stated)	11*	11	16	0	33*	1	1	-1	3	-0.4
CCOC(=O)c1ccc(-c2ccc3[nH]c4ccccc4c(=O)c3c2)cc1F	-8	10	-8	-2	-41	-2	3	-8	-11	0.4
CCOC(=O)C1CCN(C(=S)Nc2ccc(S(N)(=O)=O)cc2)CC1	0	1	6	-4	-5	0	-6	-5	-2	0.0
CN(/N=C/c1cccnc1)C1=NS(=O)(=O)c2ccccc21	-1	-1	3	1	4	13	5	10	1	0.2
More entries:
SMILES	ADAM17 inh	ARFGAP1 inh	ASAP1 GAP inh	LEDGF integ inh	ADAM10 inh	TDP2 absorb	Tn6 DDE FP	DDE Tn7 FP inh	PLCg1 inh	proKLK7 act
O=C(Nc1ccc(N2CCOCC2)cc1)Nc1ccc(Cl)c(Cl)c1	0	7	12	-6	10	9	-14	2	1	0.3
O=C(N/N=C/c1ccccc1O)C(=O)Nc1ccccn1	0	-10	-7	-1	3	-1	6	5	-2	-0.3
CCN(CC)C(=O)Oc1ccc2c(=O)c(-c3ccccc3)coc2c1	-3	-8	13	1	-13	-2	-9	-10	-8	-0.7
O=C(Nc1ccc(N2CCCC2)c(S(=O)(=O)Nc2cccc(C(F)(F)F)c2)c1)c1cccs1	15*	13	23	-1	28*	-1	2	-4	-23	-1.3
COc1ccccc1N(CC(=O)NCc1ccccc1C)S(=O)(=O)c1ccc(C)cc1	0	-6	-7	0	2	7	-3	9	0	-0.3
CC1(C(=O)NS(=O)(=O)c2cccc(Cl)c2)CCN1C(=O)CC1CCCC1 (configuration not stated)	-1	8	1	4	4	8	3	-2	-1	-0.1
Cc1cc(=O)[nH]c2c(C)cc(S(=O)(=O)Nc3ccc(O)cc3)cc12	0	10	-3	-4	0	12	1	-2	2	-0.2
O=C(CCCOc1ccc(Cl)cc1Cl)N/N=C/c1cccc([N+](=O)[O-])c1	0	11	20	2	0	-2	1	0	0	-1.4
CCOc1ccc(NC(=O)c2ccc3c(=O)n(-c4ccc(OC)cc4OC)c(=S)[nH]c3c2)cc1	8	5	7	4	24*	-8	-13	-4	0	-0.8
COc1cccc(NC(=O)N(Cc2ccco2)C(C)c2cccs2)c1 (configuration not stated)	6	-8	-1	5	-1	-18	0	8	5	0.5
CNC(=O)CN(c1ccc(C(C)C)cc1)S(C)(=O)=O	-6	12	-12	2	2	5	-3	10	-3	-0.2
CCN(Cc1ccccc1)C(=O)C1CCCN(c2ncccn2)C1 (configuration not stated)	-6	.	.	2	-24	2	7	1	-9	1.2
CC1CCN(c2nc(-c3ccccc3O)nc3ccccc23)CC1	0	10	15	3	-11	-4	-8	-11	3	-0.2
O=C(NCC1CCCO1)c1cc2cc(Cl)ccc2[nH]1 (configuration not stated)	-4	-4	10	-3	2	0	1	5	0	0.4
COc1ccc(S(=O)(=O)Nc2cc(S(=O)(=O)c3ccccc3)c(O)cc2C)cc1	-1	10	0	-2	5	1	-4	1	1	0.6
O=S1(=O)c2cc(Cl)ccc2N2CC[C@H](C2)N1Cc1ccc(Cl)c(Cl)c1	-6	0	4	-8	-13	5	6	8	-6	-0.1
COc1ccc(C2c3[nH]c4ccccc4c3CCN2C(=O)c2ccc(=O)n(C)n2)c(F)c1 (configuration not stated)	-1	-5	-3	6	-16	-13	-3	-6	-15	1.9
CCOC(=O)c1c(C)[nH]c(C)c1C(=O)COC(=O)/C=C/c1cccc(F)c1	4	-5	-3	-2	12	-1	0	3	0	-0.1
CCOc1cc(/C=C/C(=O)c2ccc3c(c2)OCCO3)ccc1OCC(=O)N(C)C	-1	-1	3	0	-4	23	4	-5	-37	0.7
O=C(Nc1cccc2ccccc12)c1csc(COCCO)n1	-3	-11	-6	-6	-15	1	7	0	0	0.2
CCCn1nnc(NC(=O)c2ccc(OC)cc2)n1	-2	-6	3	0	4	-7	0	-3	1	0.1
O=C(CN(C(=O)c1nsc(Cl)c1Cl)c1cccc(F)c1)NC1CCCC1	-3	8	-7	-3	7	10	-3	-4	-2	-0.2
COc1ccc(CCCc2nnc(SCC(=O)Nc3cc(C)ccc3C)o2)cc1	0	-2	-13	-3	6	-16	1	1	-8	-6.3
CCN(CC)c1ccc(-c2nc3cnccn3c2NC2CCCC2)cc1	-11	0	-13	3	-39	-3	-7	-6	i	-2.1
O=C(Cn1nnc(N2CCCCC2)n1)NN=Cc1ccccc1O	-8	0	11	-4	-52	-6	2	3	-36	-38
COc1ccc(C)cc1NC(=O)Nc1cccc(C(=O)O)c1	-2	8	-17	-11	-4	-9	-2	0	5	0.2
C=CCNC(=O)/C(C#N)=C/c1cc(Br)ccc1OC	3	-4	11	-1	0	-11	2	-2	3	-1.1
